Screening data (PubChem)
STK33 kinase inh = human STK33 kinase inhibition | Q9BYT3 | purified STK33, MBP phosphorylation, ADP-Glo luminescence | inhibition, % at 10 µM | 0.073% of 320,000 active;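 active means inhibition at or above 25%, using the most active replicate where run in duplicate; inactive means inhibition below 25%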
Target sequence (Q9BYT3 whole entry, looked up): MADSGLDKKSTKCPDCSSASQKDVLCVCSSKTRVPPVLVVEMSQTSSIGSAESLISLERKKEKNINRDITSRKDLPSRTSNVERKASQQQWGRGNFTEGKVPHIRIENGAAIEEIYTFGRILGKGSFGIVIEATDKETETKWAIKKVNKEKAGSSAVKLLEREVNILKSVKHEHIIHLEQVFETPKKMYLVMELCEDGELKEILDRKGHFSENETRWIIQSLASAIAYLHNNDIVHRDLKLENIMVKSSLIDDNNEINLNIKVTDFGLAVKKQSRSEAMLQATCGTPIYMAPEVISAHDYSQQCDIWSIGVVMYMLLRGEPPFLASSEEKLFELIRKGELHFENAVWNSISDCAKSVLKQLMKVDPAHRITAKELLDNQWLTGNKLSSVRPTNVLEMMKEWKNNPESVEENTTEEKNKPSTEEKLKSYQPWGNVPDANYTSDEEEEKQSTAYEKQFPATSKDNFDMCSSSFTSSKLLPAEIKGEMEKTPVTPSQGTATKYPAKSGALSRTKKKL
Kir21 inh = inhibitors of mouse Kir2.1 inward-rectifier potassium channel | P35561 | HEK293-Kir2.1, FluxOR thallium flux fluorescence; stronger effect = lower value | B-score at 10 µM | 0.85% of 310,000 active;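 active means fluorescence ratio B-score at or below minus 3 SD of library scores, with starting-brightness B-score within 2 SD, cut at about -4.2 in these data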;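 further: channel flux triggered by added potassium and thallium sulfate stimulus; B-score of peak minus minimum fluorescence over baseline after thallium stimulus; more negative B-score means stronger Kir2.1 block with less thallium influx; some compounds called inactive have numbers as strong as hits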
Target sequence (P35561 whole entry, looked up): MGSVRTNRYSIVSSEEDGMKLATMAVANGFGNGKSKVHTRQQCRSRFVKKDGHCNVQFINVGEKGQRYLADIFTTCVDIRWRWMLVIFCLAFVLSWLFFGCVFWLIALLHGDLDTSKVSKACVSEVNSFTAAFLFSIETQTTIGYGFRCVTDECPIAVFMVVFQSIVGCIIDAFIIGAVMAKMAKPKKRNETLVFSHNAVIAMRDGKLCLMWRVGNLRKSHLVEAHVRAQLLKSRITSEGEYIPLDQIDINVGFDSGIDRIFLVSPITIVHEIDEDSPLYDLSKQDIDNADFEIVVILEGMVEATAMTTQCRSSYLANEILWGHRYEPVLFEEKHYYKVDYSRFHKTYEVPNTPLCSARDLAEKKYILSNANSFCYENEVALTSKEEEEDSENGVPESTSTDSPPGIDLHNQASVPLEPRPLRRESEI
* marks the source's active call; other numbers are inactive results; . = not tested or not shown.

SMILES	STK33 kinase inh	Kir21 inh
COc1ccc(Oc2c(C=O)c3ccccc3n2C)cc1	-1.2	-0.35
C/C(=N\n1c(C)nc2ccccc2c1=O)c1ccc(C)o1	-1.4	0.17
Cc1cc(C)c(N2CCN(S(=O)(=O)N3CCCCCC3)CC2)c(C)c1	0.5	-0.51
CCOc1ccc(C(=O)CCCC(=O)c2ccc(OCC)cc2)cc1	-2.4	-1.6
COc1ccccc1NC(=O)CC1COc2ccccc2O1 (stereo not given)	0.3	-0.76
CCc1cccc(Nc2cc(C)nc3ncnn23)c1	0.8	-1.7
O=C(OCCOc1ccc(Br)cc1)c1cnccn1	6.4	2.4
Cc1ccccc1Oc1ncnc2sccc12	0.1	0.76
O=C1/C(=C/c2ccc(Br)cc2)Oc2cc(O)ccc21	-0.4	-1.1
COCCn1c(C)cc(C(=O)CSc2nc3ccccc3c(=O)[nH]2)c1C	-0.6	-3.1
CCc1[nH]nc2c1C(Cc1ccccc1)C(C#N)=C(N)O2 (stereo not given)	0.8	-0.52
CC(C)=C1C2C=CC1C(C(=O)Nc1cccc(C)c1)C2C(=O)O (stereo not given)	-0.1	0.04
Cc1cc(NC(=O)c2ccc(S(=O)(=O)N(C)C)cc2)no1	-0.6	0.38
O=C(CSc1nnc(-c2ccncc2)n1Cc1ccco1)Nc1cccc(O)c1	-0.2	1.1
COc1cccc(N=C2SC(C(=O)Nc3ccccc3F)CC(=O)N2C)c1 (stereo not given)	-1.9	0.43
O=C(NCCCN1CCOCC1)c1ccc(NS(=O)(=O)c2cccc([N+](=O)[O-])c2)cc1	-1.1	0.13
COc1cc(/C=N/NC(=O)c2ccncc2)ccc1Oc1ccc([N+](=O)[O-])cn1	-0.1	0.23
CCc1cccc(OCCCCNCCCOC)c1	0.2	0.03
CCOC(=O)c1sc2nc(C)nc(N3CCN(c4ncccn4)CC3)c2c1C	-1.3	2.2
CC(C)CNC1=CC(=O)CC(c2ccco2)C1 (stereo not given)	0.1	0.72
Cc1c(NC(=O)c2ccccc2NC(=O)c2ccccc2)cccc1C(=O)O	.	-0.64
C/C(=N\NC(=O)c1ccc(O)cc1)c1cccc(NC(=O)c2ccccc2C)c1	1.3	0.12
O=C(CCN1CCCCC1)c1ccc2c(c1)OCO2	0.2	-0.5
CC(C)c1ccccc1NC(=O)c1ccc(CN(c2ccccc2)S(=O)(=O)c2ccccc2)cc1	-1.1	-2
Clc1ccc(C2Nc3cccc4cccc(c34)N2)cc1	0.5	-1.5
CC1(C)CC2CC(C)(CN2C(=O)COc2cccc3ccccc23)C1 (stereo not given)	0.7	-0.35
O=C(c1cccs1)N1CCCC(N2CCN(c3ccc(F)cc3)CC2)C1 (stereo not given)	-0.1	-2
COc1cccc(NC(=O)c2ccc3c(c2)C(=O)N(CC2CCCO2)C3=O)c1 (stereo not given)	-1.3	-0.7
Nc1nc2c(ncn2COC(CO)CO)c(=O)[nH]1	0.4	0.26
O=C(NNc1c(F)c(F)cc(F)c1F)c1ccc(Cl)nc1	-0.3	0.13
COc1ccccc1N(C)S(=O)(=O)c1ccc(C(=O)Nc2cc(F)ccc2C)cc1	1.1	.
O=C(Nc1ccc(Nc2ccccc2)cc1)c1ccc(Br)o1	0.3	1
CC1C(=O)CC(c2ccccc2)NC1c1ccccc1 (stereo not given)	-2.1	-0.84
O=C(CO)N/N=C/c1ccccc1F	8.7	-0.96
CCOC(=O)N1CCN(C(=O)Cn2cc3c(n2)CCCC3)CC1	-1.3	1.9
COc1ccc(NC(=O)c2sc3ncnc(N4CCN(c5ccccn5)CC4)c3c2C)cc1Cl	-1.0	-0.19
CN(Cc1ccc(F)cc1)C(=O)CN1C(=O)c2ccccc2S1(=O)=O	-1.3	.
CCOC(=O)CC[C@H](NC(=O)Cn1cnc2c(SC)nc(N)nc21)C(=O)OCC	-1.0	.
COc1ccc(/C=C2\NC(=S)N(CC3CCCO3)C2=O)c(OC)c1 (stereo not given)	0.8	-1.9
Cn1c(C(=O)NC2CCCCCC2)cc2c(=O)n(C)c3ccccc3c21	-32	0.43

Retrieved by compound from the list above, two records:
SMILES	STK33 kinase inh	Kir21 inh
COc1cccc(NC(=O)c2ccc3c(c2)C(=O)N(CC2CCCO2)C3=O)c1 (stereo not given)	-1.3	-0.7
CC1C(=O)CC(c2ccccc2)NC1c1ccccc1 (stereo not given)	-2.1	-0.84

Some of the entries so far, as a markdown table.
| Compound | STK33 kinase inh | Kir21 inh |
| --- | --- | --- |
| CC(C)c1ccccc1NC(=O)c1ccc(CN(c2ccccc2)S(=O)(=O)c2ccccc2)cc1 | -1.1 | -2 |
| CCOC(=O)N1CCN(C(=O)Cn2cc3c(n2)CCCC3)CC1 | -1.3 | 1.9 |
| O=C(CO)N/N=C/c1ccccc1F | 8.7 | -0.96 |
| O=C(Nc1ccc(Nc2ccccc2)cc1)c1ccc(Br)o1 | 0.3 | 1 |

Carrying on:
SMILES	STK33 kinase inh	Kir21 inh
COc1ccc(NC(=O)c2ccc(F)cc2)cc1S(=O)(=O)Nc1cc(C)ccc1Br	-0.6	-0.04
Cc1ccc(NC(=O)CSc2nnc(CN3CCOCC3)n2C)cc1C	0.6	-1.1
COc1ccc(C(O)c2coc3ccc(O)c(CN(C)C)c23)cc1 (stereo not given)	-0.4	-3.2
CCOC(=O)N1CCN(C(=O)c2ccccc2SCC(=O)NCC2CCCCC2)CC1	0.7	-1.1
Cn1c(-c2cccc(Br)c2)n[nH]c1=O	-0.7	-1.3
O=C(NCC1CC1)NC(=O)c1c(F)cccc1Cl	-0.1	0.75
O=C(CCN1CCN(c2ccccc2)CC1)Nc1cccc(Br)c1	-0.3	-0.92
O=C(c1ccccc1F)N1CCN(C(=O)C2CC2)CC1	-2.5	-0.1
O=C(Cc1ccccc1)N1CCCC(c2nc(-c3ccc(S(=O)(=O)N4CCCC4)cc3)no2)C1 (stereo not given)	-0.9	-1.6
COc1ccc(C(=O)C[N+]2(C)CCOCC2)cc1	-1.9	-0.17
Cc1noc(C)c1NC(=O)N(C)C[C@H]1Oc2ccc(NC(=O)Cc3ccccc3)cc2C(=O)N([C@H](C)CO)C[C@@H]1C	0.1	.
O=C(NCc1ccco1)C1CCN(C(=O)c2ccc(Cl)cc2Cl)CC1	-0.6	0.94
CCCC1S/C(=N/N=C/c2ccco2)NC1=O (stereo not given)	1.0	1.4
O=C(O)Cc1ccc(NC(=O)c2cccc(NC(=O)c3ccco3)c2)cc1	1.3	1.2
Nc1ccc(S(=O)(=O)Nc2nccc(/C=C/c3ccc(Cl)cc3)n2)cc1	-2.4	1.3
CCc1ccc(CN2CCN(c3ncccn3)CC2)cc1	-1.6	-0.01
CC(=O)N1CCN(c2ccc(NC(=O)c3ccccc3Cl)cc2)CC1	1.7	-0.2
COCCN(Cc1cc2ccc(C)cc2n2nnnc12)Cc1nnnn1C(C)(C)C	-2.0	-0.95
COc1ccccc1N1CCN(C(=O)C(C)N(c2ccc(C)cc2)S(C)(=O)=O)CC1 (stereo not given)	-2.9	1.8
C=CCOc1ccc(Br)cc1/C=C1\NC(=S)N(C(C)=O)C1=O	-1.1	-0.08
COC(=O)c1ccc(CNC(=O)c2ccc(S(=O)(=O)N3CCCC(C)C3)cc2)cc1 (stereo not given)	0.0	.
COC(=O)C1C2C=CC3(CN(C(C)C)C(=O)C13)O2 (stereo not given)	-1.7	2.8
c1ccc2sc(-c3ccncc3)nc2c1	-1.1	1
O=C1c2ccc(-c3ccc(F)cc3OCc3ccccc3)cc2S(=O)(=O)c2cccc(C(=O)N3CCCC3)c21	-0.8	.
COc1ccc(OC)c(NC(=O)CSc2nc(O)cc(=O)n2CC(C)C)c1	-0.6	.
COC(=O)c1ccccc1NC(=O)CSc1ccccn1	0.1	-1.5
COc1cccc(/C=N/NC(=O)CCn2cnc3ccccc32)c1	-0.3	0.04
CCOC(=O)c1c(C)sc2c1N(C(=O)CN(CC)CC)c1ccccc1S2	-0.6	-1.7
COc1ccc(-n2c(=O)c3ccccc3n(CC(=O)Nc3cccc(OC)c3)c2=O)cc1	-0.1	2
CCN(CC)S(=O)(=O)c1ccc(C(=O)OCC(=O)N2CCN(C(=O)c3ccco3)CC2)cc1	-1.8	-1.8
COc1ccc(Cl)cc1N(C)C(=O)CCNC(=O)Cn1cnc2ccccc2c1=O	0.0	-0.27
COc1ccc(-n2nnnc2/C=C\Nc2ccc(C)cc2)cc1	-0.5	-0.25
C=CCSc1nc(N)c2c3c(sc2n1)CN(C)CC3	4.6	1.2
CCOC(=O)c1c(CSc2ccsc2)n(C)c2cc(Br)c(O)c(CN(C)C)c12	-4.0	-7.1*
CCCS(=O)(=O)C/C(N)=N/OC(=O)c1ccccc1Cl	-1.2	0.78
CN1CCN(c2ccccc2NC(=O)Cc2cn(C)c3ccccc23)CC1	1.0	-1.7
COc1ccc(CN2CC(C(=O)N3CC(C)CC(C)C3)CC2=O)cc1 (stereo not given)	2.3	0.32
CCN(CC)NC(=S)Nc1ccccc1	3.2	0
CC1CN(S(=O)(=O)c2ccc(Cl)c(S(=O)(=O)N3CC(C)OC(C)C3)c2)CC(C)O1 (stereo not given)	0.2	0.42
CSC(=CC(=O)c1ccc(F)cc1)SC	-1.4	0.48

A different layout for some results above:
Below each compound: STK33 kinase inh	Kir21 inh
- Cc1ccccc1Oc1ncnc2sccc12
→ 0.1	0.76
- O=C1/C(=C/c2ccc(Br)cc2)Oc2cc(O)ccc21
→ -0.4	-1.1
- COCCn1c(C)cc(C(=O)CSc2nc3ccccc3c(=O)[nH]2)c1C
→ -0.6	-3.1
- CCc1[nH]nc2c1C(Cc1ccccc1)C(C#N)=C(N)O2 (stereo not given)
→ 0.8	-0.52
- CC(C)=C1C2C=CC1C(C(=O)Nc1cccc(C)c1)C2C(=O)O (stereo not given)
→ -0.1	0.04

Further compounds follow.
SMILES	STK33 kinase inh	Kir21 inh
Cc1cccc(OCCSc2nc3ccccc3n2CC(=O)O)c1	-0.8	-0.11
O=C1/C(=C\c2ccco2)CCC/C1=C\c1ccco1	4.9	-0.53
CCOC(=O)N1CCN(C(=O)C(NC(=O)c2ccc(C(C)(C)C)cc2)C(C)C)CC1 (stereo not given)	-2.0	.
COc1ccccc1CNS(=O)(=O)c1cc(-c2cc(C)no2)ccc1C(C)C	5.5	-0.43
O=C(NC(c1ccc(Cl)cc1)c1cc(Cl)c2cccnc2c1O)c1cccnc1 (stereo not given)	0.4	-4.1
Cc1ccnc(NS(=O)(=O)c2ccc(NS(=O)(=O)Cc3ccccc3)cc2)n1	-0.7	-0.02
C/C=C\C=C\C(=O)N1CC2(CC(c3cccc(NC(=O)CC(c4ccccc4)c4ccccc4)c3)=NO2)C[C@H]1C(N)=O (stereo not given in full)	-0.3	-1.1
CC(C)OC(=O)/C(=C/c1ccco1)c1ccccc1	-1.5	-0.73
Cc1ccc(SCC(=O)c2cc(C)c(O)c(C)c2)cc1	0.4	-0.04
CCOc1ccc(-c2cc(C(=O)N3CCN(c4ccccn4)CC3)c3ccccc3n2)cc1	-0.5	0.13
Cn1c(=O)c2c(nc(OCc3cccnc3)n2Cc2c(F)cccc2Cl)n(C)c1=O	-2.1	-0.48
Cn1c(-c2csc(-c3ccccc3)n2)n[nH]c1=S	-0.4	-0.67
OCC[C@H]1C[C@H](O)[C@@H](O)[C@]2(CCc3ccccc3O2)O1	-1.9	.
Cc1csc2ncc(C(=O)NCc3ccccc3Cl)c(=O)n12	-0.6	0.01
COc1ccc(CNC(=S)Nc2cccc(Cl)c2)cc1	-1.2	1.1
O=C(Nc1cc(Cl)ccc1F)c1ccc(-n2cncn2)c([N+](=O)[O-])c1	.	1.2
CCOC(=O)N1CCC(NC(=O)CC2C(=O)NCCN2Cc2ccccc2F)CC1 (stereo not given)	-0.7	0.04
O=C(c1ccc(CS(=O)(=O)c2ccc(Br)cc2)o1)N1CCCCCC1	-2.1	-4
O=C(CSCSCC(=O)Nc1ccc2c(c1)OCO2)Nc1ccc2c(c1)OCO2	-1.0	-0.15
CCO[C@H]1OC(C(=O)N2CCCCCCC2)=C[C@@H](C2CCCCC2)[C@@H]1CCCO	0.1	0.38
CCC(C)(C)NC(=O)C1CCN(S(=O)(=O)c2cccs2)CC1	.	0.96
CSCC(=O)Nc1ccc(F)c(Cl)c1	-0.9	2
CCN(C[C@H]1N[C@@](C)(C(=O)OC)[C@H]2C(=O)N(Cc3ccccc3)C(=O)[C@@H]12)C(=O)NC(C)C	-1.0	.
COc1cccc(N2CCN(C(=S)Nc3ccccc3OC)CC2)c1	0.4	0.36
O=[N+]([O-])c1cc(C(F)(F)F)ccc1N1CCCC(O)C1 (stereo not given)	-0.9	0.91
Cc1ccc(C)c(N(C(=O)c2nsc(Cl)c2Cl)C(C(=O)NC2CCCC2)c2ccc(O)cc2)c1 (stereo not given)	0.0	-0.88
O=C(Nc1ccc2c(c1)N(S(=O)(=O)c1cccs1)CCC2)c1c(F)cccc1F	-1.5	0.95
Cc1cccc(C)c1NC(=O)NC1(C(=O)NCCN2CCOCC2)CCCCC1	-4.1	0.07
CCc1nc(SCC(=O)Nc2ccc(N(C)C)cc2)c2ccccc2n1	-0.8	1.9
Cc1nc(N)sc1N=Nc1ccccc1C(F)(F)F	0.3	-0.94
Oc1ccc(Nc2nc(NCC3CCCO3)c3ccccc3n2)cc1 (stereo not given)	.	-7.8*
O=C(COC(=O)/C=C/c1cccc(F)c1)NC(=O)NCc1ccccc1	-0.3	.
CC(=O)C1=C(c2ccccc2)NC(=S)NC1c1ccc(O)c(O)c1 (stereo not given)	-0.7	0.04
CCOc1ccc(OCC)c(NC(=O)CSc2nc3c(c(=O)n(C)c(=O)n3C)n2C(C)C)c1	-1.0	2.2
CCOc1nc(SCCOc2ccc(C)cc2)nc(N(C)C)n1	-1.6	.
COc1ccc(CCNC(=O)c2cc(C)oc2C)cc1OC	0.1	3.1
O=S(=O)(/N=C(/Nc1ccc(Cl)c(S(=O)(=O)Nc2ccccc2Cl)c1)c1ccc(F)cc1)c1ccccc1	-2.5	1
COc1c(Cl)cc(Cl)cc1C(=O)Nc1ccc(C(=O)O)cc1	-0.6	-0.02
